S3 lipid droplet: qHTS Assay for Lipid Storage Modulators in Drosophila S3 Cells; Drosophila S3 cells, BODIPY lipid droplet fluorescence, 18-24 h; cells fed with added oleic acid; lipid storage change, negative = inhibition, % at the top dose, mostly 46.1 µM; hits show Potency in µM; 320,000 compounds, 0.64% hits; active = well fitted inhibition curve with a large enough effect in the signal ratio, with a control signal flat, not every such curve was filed as active; inconclusive = small, poorly fitted or top-dose-only effect, or effect the other way, or a change in a side signal; the % refers to the signal ratio
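Laser-scanning cytometry quantifies lipid droplet accumulation (500–530 nm total intensity; droplet/cell object ratio) in oleic acid-fed (400 uM added) Drosophila S3 cells treated with a concentration series. 20 uM Triacsin C defined 100% inhibition.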
S3 lipid droplet cell count max: further read-out of S3 lipid droplet, marked with its call; cell number change, %; measured here: cell count max response;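 cells counted by Cell Tracker Red CMTPX staining in the red channel; peak over a dose series mostly up to 46.1 µM; percent activity relative to internal control wells on each plate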
Numbers without * were called inactive; i = inactive; ? = inconclusive; nt = no result given; [ ] = dose if it differs, or a comment. % is scaled to controls: 0 for no effect and ±100 for the full control effect; potency is read from the fitted curve at half-maximal effect. An excerpt. The share of hits here may be higher or lower than overall.

SMILES	S3 lipid droplet	S3 lipid droplet cell count max
O=C(c1cccc([N+](=O)[O-])c1)N1CCN(Cc2ccc3c(c2)OCO3)CC1	13%	3
CCOC(=O)c1csc(NC(=O)c2ccc(C#N)cc2)n1	-6%	-11
CC(=O)Nc1ccc(S(=O)(=O)NCC2CCC(C(=O)NC(C)c3ccc4c(c3)OCCO4)CC2)cc1 (centres undefined)	?	nt
CCOC(=O)NC(=O)/C(C#N)=C\NNc1ncc(C(F)(F)F)cc1Cl	?	nt
COc1cc(OC)c(NC(=S)Nc2cccc(C)c2)cc1Cl	0%	-9
Cc1ccccc1C(=O)Nc1cccc(NC(=O)c2ccccc2[N+](=O)[O-])c1	?	nt
Cc1ccc(NC(=S)Nc2ccc3cn[nH]c3c2)cc1	-3%	7
COc1ccccc1N1CCN(c2ccc(N3C(=O)CCC3=O)cc2[N+](=O)[O-])CC1	9%	1
O=C(NC1CCCCCC1)C1CCN(C(=O)c2cccc(Cl)c2)CC1	i	7
CC1=C(C(=O)Nc2ccccc2)C(c2ccc(O)cc2)N2C(=O)CSC2=N1 (centres undefined)	i	nt
COc1ccc(C(=S)N2CCOCC2)cc1OS(=O)(=O)c1ccc(Br)cc1	?	nt
COC(=O)c1c(CCl)noc1C(=O)NC(C)C	14%	4
COc1ccc(Cc2nnc(-c3cccc(C)c3)o2)cc1OC	-15%	-13
Oc1ccc(-c2csc(Nc3ncccn3)n2)c(O)c1	?	nt
O=c1[nH]c(NC2CCCCC2)c([N+](=O)[O-])c(=O)[nH]1	?	nt
Cc1ccc(CNC(=O)c2ccccc2SCC(=O)NCC2CCCCC2)cc1	0%	16
COc1ccc(NC(=O)CN2CCN(CC(=O)Nc3ccccc3Cl)CC2)c(OC)c1	-4%	nt
Cc1ccc(-n2c(C)cc(=O)cc2C)cc1[N+](=O)[O-]	i	22
Cc1ccc(N(C(C)C(=O)O)S(=O)(=O)c2c(C)n[nH]c2C)cc1 (centres undefined)	14%	3
CCc1nnc(NC(=O)CSc2nnc(-c3ccccc3O)n2-c2ccc(C)cc2)s1	?	nt
O=C(C1CC(=O)N(C2CCCC2)C1)N1CCN(c2cccc(Cl)c2)CC1 (centres undefined)	-13%	17
N#Cc1cccc(OC(=O)c2ccc3c(=O)n4c(nc3c2)CCC4)c1	0%	-17
O=C(CCCCl)Oc1ccc2cc(-c3ccc4ccccc4n3)c(=O)oc2c1	?	nt
Cc1ccc(NC(=O)Cn2cnc3cc([N+](=O)[O-])ccc3c2=O)cc1	5%	22
CN(CCc1ccccn1)C(=O)CN(C)S(=O)(=O)c1ccc2c(c1)c(=O)n(C)c(=O)n2C	?	nt
Cc1ccc2cc(CN(c3ccccc3C)S(=O)(=O)c3ccccc3)c(=O)[nH]c2c1	?	nt
CC(C)[C@H](NC(=O)OC(C)(C)C)c1nnc(SCc2cccc(F)c2)o1	i	nt
COc1ccccc1/C=N/NC(=O)c1ccc(N(C)S(=O)(=O)c2ccccc2)cc1	-4%	5
O=C(c1cc(COc2ccc(F)cc2Cl)on1)N1CCC(OCc2cccnc2)CC1	?	nt
Cn1nnnc1SCC(=O)c1c(N)n(C2CC2)c(=O)[nH]c1=O	?	nt
CCOC(=O)c1cccc(NC(=O)CCn2nnc3ccccc32)c1	?	nt
COc1ccccc1N1CCN(C(=O)c2ccc3nc(-c4ccco4)c(-c4ccco4)nc3c2)CC1	12%	9
Cc1onc(-c2ccccc2Cl)c1C(=O)NC(=S)NCc1cccnc1	10%	-3
N/C(=N\OC(=O)c1ccc(Cl)cc1Cl)c1ccc(Cl)cc1	?	nt
COC(=O)c1c(N)sc(Cc2ccccc2)c1C	19%	-10
O=C(C1CC(=O)N(c2ccc(F)cc2)C1)N1CCN(c2ccc(F)cc2)CC1 (centres undefined)	?	nt
O=C(O)CS(=O)(=O)CC(=O)NCc1cccc(C(F)(F)F)c1	?	nt
Cc1nn2c(NCC(C)C)c3c(nc2c1-c1ccccc1)CCC3	?	nt
CCCCNC(=O)CN(c1ccc(Cl)c(Cl)c1)S(C)(=O)=O	-2%	-3
OC(c1cc(C(F)(F)F)nc2c(Cl)cc(Cl)cc12)C1CCCCN1 (centres undefined)	?	nt
Cc1cc(C)n(-c2cc(N3CCN(S(=O)(=O)c4ccc5ccccc5c4)CC3)ccc2[N+](=O)[O-])n1	11%	-9
COCc1nnc(NC(=O)CCCCCN2C(=O)c3ccccc3C2=O)s1	?	nt
O=C(O)C1C2CCC(O2)C1C(=O)Nc1cccc(F)c1 (centres undefined)	?	nt
O=C(NC1CCCC1)C1C2C=CC(C2)C1C(=O)N1CCOCC1 (centres undefined)	8%	5
CCN(CC)S(=O)(=O)c1ccc2c(c1)c(=O)c(C(=O)NCCN(C)CCc1ccccc1)cn2C	?	nt

4 entries from above, with each value named:
COCc1nnc(NC(=O)CCCCCN2C(=O)c3ccccc3C2=O)s1
  S3 lipid droplet: ? | S3 lipid droplet cell count max: nt
O=C(O)C1C2CCC(O2)C1C(=O)Nc1cccc(F)c1 (centres undefined)
  S3 lipid droplet: ? | S3 lipid droplet cell count max: nt
O=C(NC1CCCC1)C1C2C=CC(C2)C1C(=O)N1CCOCC1 (centres undefined)
  S3 lipid droplet: 8% | S3 lipid droplet cell count max: 5
CCN(CC)S(=O)(=O)c1ccc2c(c1)c(=O)c(C(=O)NCCN(C)CCc1ccccc1)cn2C
  S3 lipid droplet: ? | S3 lipid droplet cell count max: nt

Returning to the listing, repeating the seven entries before the break.
SMILES	S3 lipid droplet	S3 lipid droplet cell count max
CCCCNC(=O)CN(c1ccc(Cl)c(Cl)c1)S(C)(=O)=O	-2%	-3
OC(c1cc(C(F)(F)F)nc2c(Cl)cc(Cl)cc12)C1CCCCN1 (centres undefined)	?	nt
Cc1cc(C)n(-c2cc(N3CCN(S(=O)(=O)c4ccc5ccccc5c4)CC3)ccc2[N+](=O)[O-])n1	11%	-9
COCc1nnc(NC(=O)CCCCCN2C(=O)c3ccccc3C2=O)s1	?	nt
O=C(O)C1C2CCC(O2)C1C(=O)Nc1cccc(F)c1 (centres undefined)	?	nt
O=C(NC1CCCC1)C1C2C=CC(C2)C1C(=O)N1CCOCC1 (centres undefined)	8%	5
CCN(CC)S(=O)(=O)c1ccc2c(c1)c(=O)c(C(=O)NCCN(C)CCc1ccccc1)cn2C	?	nt
CCCSc1nnc2n(-c3ccccc3OC)c(=O)c3c4c(sc3n12)CCC4	?	nt
CC(C)C(NCc1c(Cl)cccc1Cl)C(=O)O (centres undefined)	?	nt
COc1ccc(C(=O)NCCn2cc(SCC(=O)NCC3CCCO3)c3ccccc32)cc1 (centres undefined)	?	nt
Cc1nn(-c2ccccc2)c(Cl)c1C(=O)NC1CCCCC1	?	nt
Cc1sc(=NC(=O)c2ccco2)n(C)c1-c1ccc(Cl)cc1	-15%	-12
COc1ccc(S(=O)(=O)/N=C2\C=C(NS(=O)(=O)c3ccccc3)C(=O)c3ccccc32)cc1	?	nt
Cc1cc(Cl)ccc1OCC(=O)Nc1ccncc1	?	nt
CCCCn1c(Oc2ccc(C(=O)OC)cc2)nc2c1c(=O)n(C)c(=O)n2C	11%	-5
Cc1cc(C)n2nc(CNS(=O)(=O)c3ccc(CC(C)C)cc3)nc2n1	?	nt
CCCCOc1ccc(C(=O)N/C(=C/c2cccc([N+](=O)[O-])c2)C(=O)O)cc1	-9%[9.22 µM]	14
Cc1ccc(OCC(=O)N2CCCc3ccccc32)cc1	5%	-6
COc1ccccc1CCNC(=O)C(=O)NCC1OCCCN1S(=O)(=O)c1ccc(F)cc1C (centres undefined)	?	nt
CCN(CC(=O)Nc1cc(Cl)ccc1C)C(=O)CN1C(=O)NC2(CCCC2)C1=O	?	nt
Cc1c(NC(=O)COC(=O)C2(c3ccc(F)cc3)CCCC2)c(=O)n(-c2ccccc2)n1C	?	nt
COc1cccc2c(=O)n(CC(=O)Nc3ccccc3)ccc12	?	nt
Cc1c(CCC(=O)O)c(=O)oc2cc3oc4c(c3cc12)CCCC4	-9%	-1
Cc1c(C(=O)Nc2cccc3cccnc23)oc2ccccc12	?	nt
Cc1cc(OCCCC(=O)NC2=NCCS2)ccc1Cl	?	nt
COC(=O)Cc1c(C)c2ccc(OCC(=O)N(C)C3CCS(=O)(=O)C3)cc2oc1=O (centres undefined)	i	nt
COc1cc([N+](=O)[O-])ccc1NC(=O)CCCOc1cccc(C)c1C	i	nt
COC(=O)CSc1nsc(SCC(=O)OC)c1C#N	?	nt
CN(Cc1ccccc1F)C(=O)c1ccc(Oc2ccccc2)cc1	16%	26
O=C(CCCCCn1c(=S)[nH]c2cc3c(cc2c1=O)OCO3)N1CCN(C(=O)c2ccco2)CC1	-5%	-9
CC1CN(S(=O)(=O)c2ccc(C(=O)Nc3nnc(-c4ccccn4)o3)cc2)CC(C)O1 (centres undefined)	-3%	10
CCOC(=O)C1=C(C)N(C)C(C)=C(C(=O)OCC)C1c1ccccn1	-13%	nt
C[C@H](C(=O)CC(=O)OC(C)(C)C)[C@H](O)c1ccc(C(F)(F)F)cc1	i	4
CCN(CC)CCNC(=O)c1cc2c(-c3cccc(OC)c3)nn(C)c2s1	i	9
Fc1ccc(CN2CCC(Cc3ccccc3)CC2)cc1F	15%	7
CCN(CC(=O)Nc1c(F)cccc1F)C(=O)c1cccc(S(=O)(=O)NCc2ccccc2)c1	i	-16
CCN(CC)C(=O)COc1cccc2ccccc12	?	nt
CCCCCCCSc1nnc(N)s1	?	nt
O=C(Nc1nccs1)c1ccc(-c2ccc(Cl)cc2Cl)o1	-9%	-17
COc1cc(OCC(N)=O)cc(OC)c1OC	?	nt
Cc1csc(N2CCc3ccccc32)n1	?	nt
COc1ccc(C(=O)Nc2ccnn2C2CCN(C(=O)c3cnsn3)CC2)cc1	-11%	9
COc1ccc(NC(=O)CN(C)C(=O)CCNC(=O)c2ccccc2OC)cc1	22%	nt
COc1ccccc1C(=O)NCCC(=O)N(C)CC(=O)Nc1ccc(N2CCOCC2)cc1	?	nt
Cc1ccccc1N(C(=O)c1snc(C(N)=O)c1N)C(C)C(=O)NC1CCCCC1 (centres undefined)	?	nt
COc1ccccc1C1CCN(Cc2ccccc2)CC1	1%	0
CC(Sc1n[nH]c(N)n1)C(=O)C12CC3CC(CC(C3)C1)C2 (centres undefined)	?	nt
CCOC(=O)c1c(NC(=O)C2(C)Cc3ccccc3C(=O)O2)sc2c1CCCC2 (centres undefined)	?	nt
Cc1ccc(-c2noc(CSc3nnc(Cc4cccs4)n3-c3ccccc3)n2)cc1	?	nt
CC(=O)Oc1ccc(/C=C2\C=C(c3ccc(C)cc3)OC2=O)cc1	-1%	15
O=C(Nc1cc(S(=O)(=O)N2CCCCC2)ccc1Cl)c1ccncc1	2%	3
O=C(Cc1c(C(=O)O)[nH]c2ccc(Cl)cc12)Nc1ccc2c(c1)OCCO2	?	nt
O=S(=O)(c1ccc(F)cc1)N1CCN(S(=O)(=O)c2cc(F)ccc2F)CC1	i	5
Nc1nc(-c2cccnc2)nn1C(=O)c1ccc(Cl)cc1	?	nt
O=C(Cc1ccccc1)c1c[nH]c(C(=O)O)c1	?	nt
COc1ccc(N/C=C(\[N+](=O)[O-])S(=O)(=O)c2ccccc2)cc1	12%	14
Cc1sc2ncn(CC(=O)NCC(=O)N(C)Cc3ccccc3)c(=O)c2c1C	1%	14
CSc1nc(Cl)cc(Nc2ccc(O)cc2)n1	?	nt
Nc1cc(=O)[nH]c(SCc2cccc(Cl)c2)n1	29%	-1
CCOC(=O)c1sc(NC(=O)C2CC(=O)N(c3ccc(C)cc3)C2)nc1C (centres undefined)	-5%	2
CSc1ccccc1NC(=S)N/N=C/c1cccn1Cc1cccc(C)c1	14%	10
Cc1sc2ncn(CC(=O)NCCCC(=O)N3CCN(c4ncccn4)CC3)c(=O)c2c1C	14%	-1
CCCNC(=O)C1CCN(c2ccc(S(=O)(=O)N3CCOCC3)cc2Cl)CC1	-1%	3
CC(=O)Nc1ccc(C2=CC(=O)CC(C)(C)C2)cc1	?	nt
CCOC(=O)c1sc2nc(C)[nH]c(=S)c2c1C	?	nt
COc1c(/C=N/NC(=O)c2ccncc2)c(CCN(C)C(C)=O)cc2c1OCO2	2%	8
O=C(C[n+]1ccc2c(c1)nnn2-c1ccccc1)c1ccc(Cl)cc1	17%	18

(cont.)
SMILES	S3 lipid droplet	S3 lipid droplet cell count max
Nc1ccccc1N1CCOCC1	?	nt
CCOC(=O)CSc1nnc(-c2ccc(S(=O)(=O)N3CCC(C)CC3)cc2)o1	-1%	-8
COc1cc(NC(=O)N2CCNC2=O)cc(C(=O)Nc2cccc(C(F)(F)F)c2)c1	13%	1
Cc1cccc(N2CCN(S(=O)(=O)c3ccc(S(=O)(=O)N4CCCC4)cc3)CC2)c1C	?	nt
Cc1ccc(-n2c(O)c(/C=N/c3ncn[nH]3)c3ccccc3c2=O)cc1	?	nt
COc1cccc(CNC(=O)c2c[nH]n3c(=O)c(Cl)c(C)nc23)c1	-18%	10
C/C(=N\NC(=O)c1cccc(S(=O)(=O)N2CCCC2)c1)c1ccncc1	?	nt
Cc1ccc(S(=O)(=O)Cc2sc3ccccc3[n+]2C)cc1	?	nt
O=S(=O)(Nc1ccccc1Cl)c1ccc(NS(=O)(=O)c2cccs2)cc1	?	nt
Cc1cccc(S(=O)(=O)Nc2ccncc2)c1	i	-31
Cc1c(C)c2ccc(OCC(=O)N3CCN(C(=O)C4COc5ccccc5O4)CC3)cc2oc1=O (centres undefined)	?	nt
COc1ccc(/C=N/NC(=O)C2c3ccccc3Oc3ccccc32)c(OC)c1	13%	nt
Cc1nn(Cc2ccc(Cl)cc2Cl)c(C)c1NC(=O)c1nc2n(n1)C(C(F)F)CC(C)N2 (centres undefined)	0%	4
CC(=O)c1ccc(N2CCN(C(=O)CCS(=O)(=O)c3ccc(C)cc3)CC2)cc1	?	nt
